Bioassay records: PubChem, National Center for Advancing Translational Sciences (NCATS)
aGal spleen mod = alpha-galactosidase A (human) modulation. 240,000 tested, 0.008% active. human spleen homogenate, 4MU-alpha-Gal fluorescence, 40 min. Potency, µM (top dose mostly 80 µM), inactives show at the top dose activity change, negative = inhibition, usual class: inhibitors;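 also: 0% = enzyme with vehicle and -100% = no enzyme basal signal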
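qHTS titration in buffer at pH 5.0. Alpha-galactosidase activity in spleen homogenate was measured via 4-methylumbelliferone release from 1 mM fluorogenic substrate after 40 min at 37C and a pH 10 stop. AC50 came from Hill fits of control-normalized data.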
Tau fibril ThT = tau fibrillization inhibition (ThT binding); 270,000 tested, 2.1% active; recombinant tau K18 P301L, heparin-induced fibrillization, ThT fluorescence; P10636; Potency, µM (series often up to 57.4 µM), inactives show at the highest dose activity, negative = inhibition, usual class: inhibitors; also: nearly all actives have a fitted effect of over 55% in size
Target sequence (P10636 561-689 P618L limits assumed): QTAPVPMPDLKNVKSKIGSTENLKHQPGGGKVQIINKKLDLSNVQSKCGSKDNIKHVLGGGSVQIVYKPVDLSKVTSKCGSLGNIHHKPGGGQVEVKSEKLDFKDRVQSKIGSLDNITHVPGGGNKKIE
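ThT emission at 510 nm, taken 1 hr after adding 30 uM dye, quantifies aggregates formed when 20 uM heparin acts on human tau K18 P301L for 6 hr at 37 C.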
Tau fluor cs = counter-screen for tau fibril formation inhibitors | tau K18 P301L (four-repeat tau fragment) Alexa594 fluorescence, heparin fibrillization | Potency, µM (titrated, usually from 57.7 µM), for inactives: at the highest dose activity change, negative = decrease | 280,000 tested, 0.93% active | AID 1463; also: nearly all actives have a fitted effect of over 55% in size
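Human K18 P301L tau (15 uM unlabeled plus 0.24 uM Alexa 594-labeled, final) in 100 mM sodium acetate pH 7 was mixed with compound and 20 uM heparin and incubated 6 hr at 37 C.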
ALDH1A1 block = ALDH1A1 (human) enzyme inhibition; Purified ALDH1A1, NADH fluorescence, propionaldehyde substrate; Potency, µM (titrated, usually from 75.3 µM), for inactives: at the top dose activity, negative = inhibition, usual class: inhibitors; 220,000 tested, 7.3% active; AID 1030; active = well fitted inhibition curve with a large enough effect, not every such curve was filed as active; inconclusive = small, poorly fitted or top-dose-only effect, or another doubt; inactive = no such curve, though single readings can be large or run the other way;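 also: plate controls were no enzyme wells and a reference inhibitor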
TexasRed fluor = counter-screen for TRb-SRC2 inhibitors: fluorescence interference; 280,000 tested, 0.29% active; TRb/SRC2 Texas Red total fluorescence interference; Potency, µM (series often up to 106 µM), inactives show at the highest dose fluorescence change, negative = quenching; active = well fitted curve in either direction with a large enough effect; inconclusive = small, poorly fitted or top-dose-only effect
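Flags fluorescent or light-absorbing compounds by total fluorescence, S + 2P, at 555 nm excitation and 632 nm emission. Mixture: 20 nM Texas Red SRC2 peptide, 0.6 uM human TRb LBD, 1 uM T3, 5% DMSO; compound exposure 5 h at ambient temperature.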
L3MBTL1 block = L3MBTL1 (human) inhibition. Potency, µM (highest dose often 57.1 µM), for the others: top-dose activity, negative = inhibition, actives largely listed as inhibitors. 230,000 tested, 0.66% active. AlphaScreen L3MBTL1–H3K9me1 peptide binding. AID 485360; also: nearly all actives have a fitted effect of over 60% in size
Target sequence (Q9Y468 whole entry, looked up): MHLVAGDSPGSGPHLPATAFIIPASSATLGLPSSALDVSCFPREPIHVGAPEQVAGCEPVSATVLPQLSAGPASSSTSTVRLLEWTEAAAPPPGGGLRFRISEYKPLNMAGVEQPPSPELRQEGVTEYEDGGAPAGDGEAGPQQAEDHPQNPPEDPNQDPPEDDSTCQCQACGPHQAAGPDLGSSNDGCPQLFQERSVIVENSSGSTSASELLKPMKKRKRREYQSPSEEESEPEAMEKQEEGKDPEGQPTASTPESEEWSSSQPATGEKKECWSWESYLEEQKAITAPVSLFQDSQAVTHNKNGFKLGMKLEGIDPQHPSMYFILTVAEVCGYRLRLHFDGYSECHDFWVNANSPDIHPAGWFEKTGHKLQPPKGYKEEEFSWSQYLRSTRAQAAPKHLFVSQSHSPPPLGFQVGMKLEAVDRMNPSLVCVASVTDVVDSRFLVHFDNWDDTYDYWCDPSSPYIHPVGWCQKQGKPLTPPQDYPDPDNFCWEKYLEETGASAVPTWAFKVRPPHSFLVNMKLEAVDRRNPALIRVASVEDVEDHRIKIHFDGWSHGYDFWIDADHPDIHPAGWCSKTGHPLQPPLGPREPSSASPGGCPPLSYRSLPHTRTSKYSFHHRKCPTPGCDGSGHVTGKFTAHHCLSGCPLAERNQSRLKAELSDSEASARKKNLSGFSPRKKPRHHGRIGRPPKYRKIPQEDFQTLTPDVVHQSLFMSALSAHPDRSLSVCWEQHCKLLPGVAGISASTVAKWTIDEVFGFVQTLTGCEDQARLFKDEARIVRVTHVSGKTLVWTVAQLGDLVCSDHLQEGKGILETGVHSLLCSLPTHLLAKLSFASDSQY
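First, the protein-peptide complex forms for 30 min at room temperature (L3MBTL1 50 nM, biotinylated H3K9me1 peptide 75 nM). Next, compounds are pin-transferred and incubated 30 min. Finally, AlphaScreen beads are added and read after 30 min.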
TRb-SRC2 inh = TRbeta-SRC2 interaction inhibition; Potency, µM (highest dose often 106 µM), inactives show at the top dose activity change, negative = inhibition, actives largely listed as inhibitors; AID 1469; P10828; 280,000 tested, 0.065% active; TRbeta-SRC2 peptide binding, fluorescence polarization; receptor liganded with 1 µM T3;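 also: plate controls were bound peptide for no effect and peptide without receptor for full effect; nearly all actives have a fitted effect of over 50% in size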
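TRb LBD 0.6 uM + Texas Red SRC2 peptide 20 nM, 1 uM T3, Tris buffer w/ 5% DMSO; compound pinned, 5 h RT; FP read ex 555/em 632; normalized to unbound and bound controls.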
Tau FP inhib = blocks human tau fibril formation measured by polarization. Potency, µM (doses to about 57.7 µM), without a hit: top-dose activity, negative = inhibition, actives largely listed as inhibitors. K18 P301L tau heparin fibrillization, Alexa594 FP, 6 h. P10636. 280,000 tested, 0.39% active; also: nearly all actives have a fitted effect of over 55% in size
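FP of Alexa 594-tau after heparin (20 uM) induction. Substrate: human K18 P301L, 15 uM unlabeled, 0.24 uM labeled. Buffer 100 mM sodium acetate pH 7. 6 hr, 37 C.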
An asterisk follows results filed as active; ? = inconclusive; . = no result given; & = joins results of further samples; [ ] = dose if it differs, or a comment. Unless noted, calls follow the shape of the dose curve; as a rule, active = well fitted curve in the direction sought with a large enough effect; inconclusive = small, poorly fitted or top-dose-only effect, or another doubt; inactive = no such curve, though single readings can be large; an effect the other way counts as inactive or inconclusive. Unless noted, % is scaled to controls: 0 for no effect and ±100 for the full control effect; potency is read from the fitted curve at half-maximal effect.

canonical_smiles | aGal spleen mod | Tau fibril ThT | Tau fluor cs | ALDH1A1 block | TexasRed fluor | L3MBTL1 block | TRb-SRC2 inh | Tau FP inhib
Cc1ccc(C(=O)/C=C/c2cn(CN3CCN(C)CC3)c3ccccc23)cc1 | 3% | ? | 14µM*[quencher] | ? | -5% | . | -4% | -9%
COc1cccc(CNC(=O)CCCCCn2c(=S)[nH]c3ccc(N4CCOCC4)cc3c2=O)c1 | 0% | 2% | -12% | -11% | 7% | -2% | 2% | 0%
CCCCCCCN(C(=O)CCl)c1cccc(C)c1 | 1% | -7% | -1% | 0.22µM* | 1% | 11% | -3% | 8%
c1ccc(CN2CCC(Nc3nc(-c4cccnc4)nc4ccccc34)CC2)cc1 | 6% | 4% | -9% | 4% | -2% | -13% | 2% | ?
OC1(c2cccc(C(F)(F)F)c2)CCN(Cc2nnnn2CCc2ccccc2)CC1 | -1% | -15% | -5% | -12% | -2% | 0% | -1% | 14%
N#CC(c1nc2ccccc2nc1N1CCCCC1)S(=O)(=O)c1ccc(Cl)cc1 (centres undefined) | 2% | -20% | -20% | 3% | -1% | . | -2% | 5%
CC(C)=CCC/C(C)=C/CC/C(C)=C/CC/C(C)=C/CC/C(C)=C/CC/C(C)=C/CC/C(C)=C/CC/C(C)=C/CC/C(C)=C/CO | -15%&10% | -5% | -8% | -2% | -1%&-9% | . | 4%&0% | -9%
CC(=O)NC(=O)NC1OC(=O)C(Cl)=C1Cl (centres undefined) | 3% | ? | -14% | ? | -1% | 2% | -7% | ?
CCOc1cc(N2CCOCC2)c(OCC)cc1NC(=O)Cc1cccc2ccccc12 | 9% | -15% | -13% | -5% | 1% | . | -10% | 7%
COc1ccc(NC(=O)c2ccc3oc(=O)c(S(=O)(=O)c4ccc(F)cc4)cc3c2)c(OC)c1 | . | -2% | -12% | . | -2% | . | 0% | ?
Cc1cc(C)c(NC(=O)Cn2c([N+](=O)[O-])cnc2C)c(C)c1 | 0% | -4% | -7% | . | 2% | . | 2% | -1%
Cc1ccc(C(=O)Nc2ccccc2C(=O)N2CCCCCC2)cc1 | -22% | -10% | -11% | 11% | -2% | 3% | -4% | -4%
COC(=O)c1ccccc1NC(=O)Cn1c(=O)cc(-c2ccccc2)c2c(C)nn(C)c21 | . | 5% | 1% | . | -9% | . | 4% | -4%
COCCN(C(=S)Nc1ccc(C)cc1C)C(C)c1ccco1 (centres undefined) | -3% | -12% | -15% | -6% | 1% | . | -8% | -2%
OC[C@@H]1[C@@H](c2ccc(F)cc2)C(c2ccc(F)cc2)=NN1c1ccccc1 | ? | ? | 28µM*[quencher] | ? | -4% | . | 1% | -1%[81.3 µM]
Cc1cc(C)c(N2C(=NC(=O)CCCC(=O)O)SC3CS(=O)(=O)CC32)c(C)c1 (centres undefined) | -1% | -2% | 4% | 5% | -3% | 4% | 1% | 8%
CCc1nc2ccccc2n1CCc1ccccc1 | 0% | -8% | -7% | 5% | -2% | . | 1% | 0%
COC(=O)Cn1c(C)c(C(C)=O)c(C(C)=O)c1C | -7% | 4% | -1% | 6% | -5% | 2% | 1% | -10%
CCOC(=O)c1sc2ccccc2c1S(=O)(=O)N1CCN(c2cccc(OC)c2)CC1 | . | 7% | -22% | . | ? | . | -7% | -4%
Nc1ccccc1C(=O)CC(N)C(=O)O (centres undefined) | -2%&6% | ? | -2%&-9% | -10%&-7% | 0%&-2% | . | 5%&0% | -7%&-8%

Shown with values under each structure: 4 of the compounds above.
Below each compound: aGal spleen mod | Tau fibril ThT | Tau fluor cs | ALDH1A1 block | TexasRed fluor | L3MBTL1 block | TRb-SRC2 inh | Tau FP inhib
> COC(=O)c1ccccc1NC(=O)Cn1c(=O)cc(-c2ccccc2)c2c(C)nn(C)c21
 : . | 5% | 1% | . | -9% | . | 4% | -4%
> COc1ccc(NC(=O)c2ccc3oc(=O)c(S(=O)(=O)c4ccc(F)cc4)cc3c2)c(OC)c1
 : . | -2% | -12% | . | -2% | . | 0% | ?
> CC(=O)NC(=O)NC1OC(=O)C(Cl)=C1Cl (centres undefined)
 : 3% | ? | -14% | ? | -1% | 2% | -7% | ?
> CC(C)=CCC/C(C)=C/CC/C(C)=C/CC/C(C)=C/CC/C(C)=C/CC/C(C)=C/CC/C(C)=C/CC/C(C)=C/CC/C(C)=C/CO
 : -15%&10% | -5% | -8% | -2% | -1%&-9% | . | 4%&0% | -9%

More compounds follow.
canonical_smiles | aGal spleen mod | Tau fibril ThT | Tau fluor cs | ALDH1A1 block | TexasRed fluor | L3MBTL1 block | TRb-SRC2 inh | Tau FP inhib
Cc1ccc2c(Cl)cc(Cl)c(OCC(=O)Nc3cccc(S(N)(=O)=O)c3)c2n1 | 4% | -1% | -5% | 8% | 0% | 5% | 0% | -3%
CC(Sc1ccc2ccccc2n1)C(=O)O (centres undefined) | -5%&4% | -10%&-9% | -8%&0% | ? | -3%&1% | 6%&1% | 9%&-5% | -1%&-8%
O=C(CN1C(=O)C2C3C=CC(C3)C2C1=O)NCCc1ccccc1 (centres undefined) | 18% | 5% | 8% | ? | -3% | -14% | -24% | 2%
O=C(C1CCCN1C(=O)c1cccs1)N1CCc2ccccc21 (centres undefined) | 2% | -8% | -13% | ? | 2% | -12% | -16% | 0%
CCN(C(=S)Nc1ccc(C(C)=O)cc1)C1CCCCC1 | 2% | -8% | -8% | -7% | -1% | -8% | -1% | 3%
O=C(/C=C/c1ccc(Cl)cc1)Nc1ccc(Br)cn1 | -2% | -7% | -7% | 8% | -2% | . | -4% | -8%
O=C(O)c1cnn(-c2ccccc2)c1-n1cccc1 | -1% | 0% | 3% | -3% | 4% | 55%[activator] | -5% | 9%
COc1cc(OC)cc(C(=O)NCc2cc(C)nc3ccccc23)c1 | 2% | 0% | -5% | ? | -1% | -5% | 0% | -1%
O=C(Cn1cnc2sc(-c3ccccc3)cc2c1=O)NCc1ccco1 | 0% | -14% | -3% | ? | -5% | ? | 6% | -1%
C/C(Sc1nnc(Cc2ccccc2)o1)=C(/O)c1ccccc1 | -7% | -2% | -10% | 10% | 3% | 10% | 0% | -2%
CC(C)(C)C1=C(C#N)C(c2cc3c(cc2Br)OCO3)C(C#N)=C(N)O1 (centres undefined) | 1% | -7% | 0% | ? | -1% | 5% | 3% | -10%
O=C(O)CONC(=O)c1cc(OCC(F)(F)F)ccc1OCC(F)(F)F | -5% | -7% | -2% | 3% | -6% | 1% | 0% | 4%
CCc1ccc(-c2ccc(C(=O)C(F)(F)F)[nH]2)cc1 | -6% | -12% | -6% | 13% | -2% | 3% | 3% | -2%
O=C(Nc1ccccc1)C1CCN(c2nccs2)CC1 | -6% | -15% | -9% | 2% | 1% | 0% | -1% | 7%
COc1ccc(Cl)cc1NC(=O)c1cc2ccccn2n1 | . | 2% | -18% | . | 0% | . | 7% | -8%
CCCn1c(C(O)c2ccc(OCC)cc2)nc2ccccc21 (centres undefined) | 8% | -15% | -4% | 8% | 4% | -1% | 7% | 4%
Cc1ccc(S(=O)(=O)c2cnc(-c3ccccc3)nc2Oc2ccccc2)cc1 | 0% | -10% | -2% | ? | 2% | 2% | 0% | -4%
COc1ccc(/C=C/C(=O)C2(O)CCCCC2)cc1 | -14% | -19% | -2% | . | -3% | -2% | 1% | 7%
Cc1noc(C)c1S(=O)(=O)NCCc1csc2nc(-c3ccc(F)cc3)nn12 | . | 0% | -25% | . | -3% | . | -9% | ?
CSCCC(NS(=O)(=O)c1ccc(Cl)cc1)C(=O)OCC(=O)NC1CC1 (centres undefined) | -9% | 2% | -1% | -7% | -2% | 9% | 2% | -3%

Going on with the list:
canonical_smiles | aGal spleen mod | Tau fibril ThT | Tau fluor cs | ALDH1A1 block | TexasRed fluor | L3MBTL1 block | TRb-SRC2 inh | Tau FP inhib
CCOc1ccc(C2CC(c3cccc(Cl)c3)n3nc(N)nc3N2)cc1 (centres undefined) | 4% | -6% | -7% | -8% | 0% | 11% | 0% | ?
O=C(NCc1ccccc1)c1cc2sccc2n1Cc1ccc(Cl)cc1 | . | 5% | -13% | . | -1% | . | -8% | -9%
Cc1cccc(C)c1Nc1sc(C(=O)c2ccccc2)c(N)c1S(=O)(=O)c1ccccc1 | . | 7% | -13% | . | -4% | . | 7% | ?
CCOC(=O)c1cc2sccc2n1CC(=O)N1CCCc2ccccc21 | -1% | -16% | -17% | -4% | 1% | -2% | 1% | -12%
O=C1N/C(=N\N=C\c2cccs2)SC1Cc1ccc(Cl)cc1Cl (centres undefined) | -2% | -3% | -12% | 4% | -3% | 13% | -3% | -3%
c1ccc2ncccc2c1 | 8% | . | . | . | -2% | 28% | 3% | .
COc1ccccc1NC(=S)NC(=O)c1c(-c2ccccc2Cl)noc1C | 16% | -3% | 0% | 0.89µM* | -1% | -5% | -3% | 4%
Cc1ccc(C2Nc3ccc4ccccc4c3C3=C2C(=O)CC(C)(C)C3)o1 (centres undefined) | 2% | ? | ? | ? | -2% | 2% | 2% | 9%
Nc1nc2n(c1C(=O)c1ccccc1)CCC2 | -24% | 1% | 5% | 4% | -2% | . | -8% | 9%
COc1ccc(C)cc1S(=O)(=O)N1CCN(c2cccc(Cl)c2)CC1 | . | -9% | -29% | . | -15% | . | 4% | 5%
CC1CCN(S(=O)(=O)c2ccc(NC(=O)CCN3C(=O)c4ccccc4C3=O)cc2)CC1 | 7% | -8% | ? | ? | 3% | . | 3% | -18%
N#CC1=C(N)Oc2cc(O)ccc2C1c1cccs1 (centres undefined) | 0% | -12% | -14% | ? | -1% | 5% | -8% | -4%
Cc1ccccc1OCC(=O)Nc1nnc(S(=O)(=O)N(C)c2ccccc2)s1 | . | ? | -16% | . | -11% | . | 3% | -11%
Cc1cc(C)c(NC(=O)c2cc3c(=O)n4ccccc4nc3n2C)c(C)c1 | . | 4% | -7% | . | -15% | . | 3% | 2%
O=C(CSc1nc2c(c(=O)[nH]1)CN(Cc1ccc(F)cc1)CC2)Nc1ccccc1Cl | . | -4% | -13% | . | 0% | . | -3% | 2%
O=C(Cn1cc(SCc2ccccc2F)c2ccccc21)N1CCCCC1 | . | -10% | -12% | . | 0% | . | 0% | -2%
